JMJD2A Tudor: qHTS Assay for Inhibitors of JMJD2A-Tudor Domain; Lysine-specific demethylase 4A (Homo sapiens), O75164; AlphaScreen JMJD2A-Tudor / H3K4me3 peptide binding; Potency, µM (series often up to 114 µM), inactives show top-dose activity change, negative = inhibition, hits mostly inhibitors; 390,000 tested, 4.4% active; further: on the % scale 0 is the no-effect control and ±100 the full control effect; nearly all actives have a fitted effect of over 50% in size
Target sequence (O75164 whole entry, looked up, the tested form may be a part): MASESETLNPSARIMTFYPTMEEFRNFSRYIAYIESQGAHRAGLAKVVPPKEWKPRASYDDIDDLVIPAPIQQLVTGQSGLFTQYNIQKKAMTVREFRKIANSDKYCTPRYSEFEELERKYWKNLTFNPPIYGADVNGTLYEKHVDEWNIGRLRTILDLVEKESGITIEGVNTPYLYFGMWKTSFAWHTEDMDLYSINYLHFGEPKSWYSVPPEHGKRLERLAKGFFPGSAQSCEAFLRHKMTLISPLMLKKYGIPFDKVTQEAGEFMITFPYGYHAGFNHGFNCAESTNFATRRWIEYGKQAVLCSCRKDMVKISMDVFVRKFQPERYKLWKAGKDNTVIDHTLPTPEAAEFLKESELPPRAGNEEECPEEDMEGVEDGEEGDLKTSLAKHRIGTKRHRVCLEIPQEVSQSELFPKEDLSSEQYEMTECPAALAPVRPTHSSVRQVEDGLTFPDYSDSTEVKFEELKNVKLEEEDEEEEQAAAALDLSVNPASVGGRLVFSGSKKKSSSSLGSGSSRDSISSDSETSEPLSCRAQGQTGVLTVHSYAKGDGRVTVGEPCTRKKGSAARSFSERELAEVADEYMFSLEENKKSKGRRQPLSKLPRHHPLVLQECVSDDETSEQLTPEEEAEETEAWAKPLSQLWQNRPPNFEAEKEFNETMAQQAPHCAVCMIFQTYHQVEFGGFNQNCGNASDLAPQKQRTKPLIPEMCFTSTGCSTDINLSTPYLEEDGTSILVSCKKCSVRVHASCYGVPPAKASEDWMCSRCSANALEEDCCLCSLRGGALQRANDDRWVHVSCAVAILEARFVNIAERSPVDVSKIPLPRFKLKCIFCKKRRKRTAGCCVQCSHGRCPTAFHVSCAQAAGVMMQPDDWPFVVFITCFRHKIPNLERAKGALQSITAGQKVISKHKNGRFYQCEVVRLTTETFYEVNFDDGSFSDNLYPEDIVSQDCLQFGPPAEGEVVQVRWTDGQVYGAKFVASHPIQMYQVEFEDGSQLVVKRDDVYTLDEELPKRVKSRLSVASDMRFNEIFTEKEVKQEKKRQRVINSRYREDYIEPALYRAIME
ERG Ets-DNA blk: qHTS for Small Molecule Inhibitors of the ERG Ets/DNA interaction. 370,000 tested, 0.028% active. Potency, µM (doses to about 76.9 µM), for inactives: at the highest dose FP activity, negative = inhibition, most hits filed as inhibitors. fluorescence polarization, His-ERG Ets domain / labelled DNA. Transcriptional regulator ERG (Homo sapiens), P11308; active means well fitted inhibition curve with a large enough effect in the polarisation, with a control signal flat; inconclusive means small, poorly fitted or top-dose-only effect, or effect the other way, or a change in a side signal; inactive means no such curve, though single readings can be large or run the other way; the % refers to the polarisation;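 further: polarization taken with two DNA probes labelled with fluorescein and Texas red; % of control where 0% means no effect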
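His-tagged ERG Ets domain (1 uM in the protein solution; 300mM KCl, 50mM Tris-HCl, 1mM EDTA, 1mM DTT, pH 7.5) received compound, then a probe mix of 5 nM fluorescein-DNA and 100nM Texas-615-DNA. Fluorescence polarization was read for both dyes.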
PGK inhibitor: qHTS Assay to Find Inhibitors of Phosphoglycerate Kinase; 380,000 tested, 0.043% active; PGK/GAPDH coupled, Kinase-Glo luminescence, 60 min; AID 602233, 2012; Potency, µM (doses to about 57.5 µM), for inactives: at the top dose activity change, negative = inhibition, actives largely listed as inhibitors; Phosphoglycerate kinase, glycosomal (Trypanosoma brucei brucei), P07378; further: on the % scale 0 is the no-effect control and ±100 the full control effect; nearly all actives have a fitted effect of over 60% in size
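Recombinant glycosomal PGK reaction used 1,3-bisphosphoglycerate generated in-well by GAPDH (100nM final) in 100mM TEA pH 7.6, 5mM MgCl2, 0.01% Tween-20. After 60 minutes at room temperature, ATP was read by Kinase-Glo Plus luminescence end-point.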
Pin1 inhibitor: qHTS Assay to Find Inhibitors of Pin1. Peptidyl-prolyl cis-trans isomerase NIMA-interacting 1 (Homo sapiens), Q13526. Pin1 FP peptide displacement, HiFluor488, 10 min. Potency, µM (doses to about 115 µM), for the others: top-dose activity, negative = inhibition, hits mostly inhibitors. 390,000 tested, 0.009% active. AID 504891, 2011; active means well fitted inhibition curve with a large enough effect in the polarisation, with a control signal flat, not every such curve was filed as active; inconclusive means small, poorly fitted or top-dose-only effect, or effect the other way, or a change in a side signal; inactive means no such curve, though single readings can be large or run the other way; the % refers to the polarisation; further: on the % scale 0 is the no-effect control and ±100 the full control effect
HP1b binding inh: HTS for Inhibitors of HP1-beta Chromodomain Interactions with Methylated Histone Tails | AlphaScreen HP1-beta / biotin-H3K9me3 peptide binding | Potency, µM (series often up to 114 µM), for the others: top-dose activity change, negative = inhibition, actives largely listed as inhibitors | 390,000 tested, 0.56% active | AID 540317, 2011; further: nearly all actives have a fitted effect of over 70% in size; inactives centre near 23
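HP1-beta protein (50 nM final) preincubated 30 min at room temperature with biotinylated H3(1-18)K9me3 peptide (50 nM) in PBS pH 7.4, 0.01% Tween-20, then compound added for 30 min. AlphaScreen streptavidin donor/nickel chelate acceptor beads (10 ug/mL final), 30 min dark, luminescence read.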
RGS4 inh: Inhibitors of Regulator of G Protein Signaling (RGS) 4: qHTS | Regulator of G-protein signaling 4 (Homo sapiens), P49798 | Transcreener GDP fluorescence polarization, RGS4-accelerated GTP hydrolysis | Potency, µM (highest dose often 114 µM), for the others: at the highest dose activity change, negative = inhibition, most hits filed as inhibitors | 390,000 tested, 0.039% active; further: on the % scale 0 is the no-effect control and ±100 the full control effect; nearly all actives have a fitted effect of over 75% in size; some results filed as inactive show a strong effect at the top dose
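MLSMR compounds (23 nl, pin-transferred) preincubated 10 min at room temperature with a 500nM (2x) first reagent, then RGS4 at 900nM (2x) plus Transcreener GDP mix added; fluorescence polarization (620/688 nm) read before and after 90 min at 30 °C.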
GLS inhibitor: qHTS for Inhibitors of Glutaminase (GLS) | Potency, µM (doses to about 45.5 µM), for the others: at the top dose activity change, negative = inhibition, usual class: inhibitors | AID 624170, 2012 | 410,000 tested, 0.21% active | GLS enzymatic activity, qHTS titration; further: on the % scale 0 is the no-effect control and ±100 the full control effect
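Compounds were pin-transferred onto hKGA, after which L-glutamine (1 mM solution) and a detection mix of glutamate oxidase, HRP and Amplex Red were added. Initial and 30 min RT fluorescence reads were collected.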
ALOX12 inh: Primary qHTS assay for inhibitors of human arachidonate 12S-lipoxygenase (ALOX12): Round 2; 580,000 tested, 1.1% active; AID 1671190, 2021; purified 12hLO, xylenol orange hydroperoxide absorbance; Polyunsaturated fatty acid lipoxygenase ALOX12 (Homo sapiens), P18054; Potency, µM (titrated, usually from 108 µM), for inactives: at the top dose activity change, negative = inhibition, usual class: inhibitors; further: on the % scale 0 is the no-effect control and ±100 the full control effect
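Hydroperoxide product was detected by ferrous iron/xylenol orange as the 573 to 405 nm absorbance ratio. Arachidonic acid at 40 uM (final) was turned over for 30 min at room temperature by 150 nM human 12hLO, pH 7.0 Hepes buffer, after 15 min compound preincubation.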
TrxR1 inh: qHTS Assay for Inhibitors of Mammalian Selenoprotein Thioredoxin Reductase 1 (TrxR1): qHTS | recombinant rTrxR1, NADPH fluorescence consumption, selenite substrate | Potency, µM (doses to about 114 µM), for the others: at the highest dose activity change, negative = inhibition, usual class: inhibitors | 390,000 tested, 1% active; further: on the % scale 0 is the no-effect control and ±100 the full control effect; nearly all actives have a fitted effect of over 65% in size
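Rat TrxR1 (90 nM in the dispensed reagent) was pre-reduced with 400 uM NADPH for 5 min at room temperature, then incubated with compound for 15 min. After 400 uM selenite was added, NADPH fluorescence (Ex 340/Em 450 nm) was followed for 8 min.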
* marks the source's active call; other numbers are inactive results; i = inactive; ? = inconclusive; . = no result given; & = joins results of further samples; ! = a repeat was not active; [ ] = another dose, or the depositor's remark. Unless noted, the call rests on the fitted dose curve; in most records, active means well fitted curve in the direction sought with a large enough effect; inconclusive means small, poorly fitted or top-dose-only effect, or another doubt; inactive means no such curve, though single readings can be large; an effect the other way counts as inactive or inconclusive. Potency means the concentration at half of the fitted maximal effect. Only part of the results is shown (hit frequency here may not be typical).

Every second line gives: JMJD2A Tudor	ERG Ets-DNA blk	PGK inhibitor	Pin1 inhibitor	HP1b binding inh	RGS4 inh	GLS inhibitor	ALOX12 inh	TrxR1 inh
CC(C)(O)/C=C/C(=O)[C@](C)(O)C1[C@H](O)C[C@@]2(C)C3CC=C4C(C=C(O[C@@H]5O[C@H](CO)[C@@H](O)[C@H](O)[C@H]5O)C(=O)C4(C)C)[C@]3(C)C(=O)C[C@]12C (stereo not given in full)
→ -9%	-17%	i	-8%	63%[activator]	-1%	-5%	2%	10%
O=C(COc1ccc(Cl)cc1Cl)N1CCN(C/C=C/c2ccccc2)CC1
→ -24%	2%	3%	4%	1%	-10%	20%	?	-3%
O=C1NC(=O)C2(C(=O)N1)C(c1ccc(F)cc1)NC(=S)NC2c1ccc(F)cc1 (stereo not given)
→ -3%	3%	-4%	3%	61%[activator]	-21%	-8%	-19%	-3%
COc1cccc(C(=O)C2CCCN(Cc3ccc4nsnc4c3)C2)c1 (stereo not given)
→ 9%	-16%	-2%	1%	82%[activator]	-5%	-7%	-17%	-15%
CCCCC1(CN2CCCC2=O)C(=O)NC(=O)NC1=O
→ -10%	-1%	0%	-3%	18%	-5%	-4%	2%	0%
Cc1ccc(OCCOc2cccc(C=C3C(=O)NC(=O)NC3=O)c2)cc1
→ ?	3%	8%	?	15%	?	-5%	32µM*	?
CC(=O)N(C1=NCCCS1)c1ccc(Cl)cc1
→ 9%	-11%	-1%	3%	7%	3%	2%	4%	4%
COc1cccc(CN2CCNCC2)c1OC
→ -16%	1%	-15%	0%	23%	2%	11%	10%	10%[57.1 µM]
CCOCCN1CCC(OC(C)=O)C(C)C1 (stereo not given)
→ -14%	-11%	-3%	0%	15%	8%	10%	-15%	-9%
CCOC(=O)c1c(/N=C/C2C(=O)NC(=S)NC2=O)sc2c1CCC2
→ 50µM*	-5%	-1%	?	40%[activator]	?	0%	.	18µM*
O=C(Cc1ccccc1)OCC(=O)c1ccccc1
→ 8%	-4%	0%	-10%	39%[activator]	11%	7%	-20%	11%
CCC[N+]12CCC(CC1)C(=C(c1ccccc1)c1ccccc1)C2
→ -7%	2%	i	-1%	32%	-27%	-4%	27%&12%	-10%
Cc1ccc2c(c1)C1CN(C)CCC1N2C(=O)Cn1cnc2c1c(=O)n(C)c(=O)n2C (stereo not given)
→ 4%	-10%	i	4%	32%	-6%	-2%	.	-1%
CC1CN1P(=O)(Oc1ccccc1)N1CC1C (stereo not given)
→ -5%	0%	6%	-18%	27%	0%	6%	4%	-4%[57.1 µM]
Cc1ccccc1-n1c(O)c(/C=C/C=Nc2ccccc2)c(=O)[nH]c1=O
→ -7%	.	-3%	?	36%	6%	-3%	?	?
Cc1ccc(/C=C2\C(=O)NC(=O)N(CCc3ccc(F)cc3)C2=O)o1
→ -24%	19%	.	31%[activator]	27%	?	2%	?	?
Cc1nc(-c2nc(-c3c(C(=O)NNC(=O)c4ccc(Cl)cc4)noc3C)cs2)cs1
→ -5%	7%	-3%	8%	55%[activator]	-10%	-1%	99%[activator]	2%[57.1 µM]
O=C(N/N=C/c1c(O)n(Cc2ccccc2)c(=O)[nH]c1=O)c1ccncc1
→ ?	-2%	-1%	0%	18%	-27%	4%	0%	-7%[57.1 µM]
COc1ccc2[nH]cc(C(=O)CN(C)C)c2c1
→ -21%	-15%	5%	-1%	24%	-12%	10%	-1%	2%
C/C(=N\NC(=O)c1ccncc1)c1c(O)n(-c2ccccc2)c(=O)[nH]c1=O
→ -20%	-3%	i	5%	43%[activator]	29%	0%	164%[activator]	-14%
O=C(N/N=C/c1c(O)n(CCc2ccc(F)cc2)c(=O)[nH]c1=O)c1ccccc1
→ ?	-9%	-2%	2%	53%[activator]	-12%	15%	-12%	-25%
CCn1cc(C(=O)N2CCCCC2)c2ccccc21
→ -1%	-6%	1%	-1%	38%	1%	0%	-16%	12%
Cc1cc(OCC(=O)NCC2CCC(C(=O)O)CC2)c2c3c(c(=O)oc2c1)CCC3 (stereo not given)
→ -27%	-1%	7%	-4%	16%	5%	-2%	-10%	9%
O=C(c1cc2nc(-c3ccccc3)cc(-c3ccccc3)n2n1)N1CCC2(CC1)OCCO2
→ 2%	-6%	-7%	14%	75%[activator]	3%	6%	0%	37%
C#C[C@]1(O)CCC2C3CC=C4C[C@H](O)CC[C@]4(C)C3CC[C@@]21C (stereo not given in full)
→ 3%	3%	-10%	-5%	6%	?	4%	2%	1%
COc1ccc(/C=C/c2nc3ccccc3c(=O)n2-c2ccc(C)cc2)cc1O
→ -11%	0%	14%	-2%	9%	-42%	5%	-3%	-10%[57.1 µM]
CCCCn1c(O)c(C(CC)=Nc2ccc(OCC)cc2)c(=O)[nH]c1=O
→ -9%	1%	-1%	?	14%	7%	1%	-14%	4%
O=C1NC(=O)C2(CCCC2)C(=O)N1
→ -8%	-9%	-8%	1%	-16%	-5%	-22%	-3%	1%
Cc1cccc2c1N(N=O)CCC2
→ -5%	-2%	i	4%	22%	26%	20%	?	-13%
COc1ccc(C(c2c(O)c3ccccc3oc2=O)c2c(C)n(C)n(-c3ccccc3)c2=O)cc1 (stereo not given)
→ -23%&-11%	4%&6%	-7%	11%&-8%	10%&10%	-16%&6%	-2%&4%	-25%&-10%	-28%
C1=CC2C3C=CC(C3)C2C1 (stereo not given)
→ -6%	14%	i	0%	47%[activator]	2%	-3%	1%	13%
COc1ccc(C(c2ccc(OC)cc2)C(Cl)(Cl)Cl)cc1
→ 78%[activator]	?	i	-6%	126%[activator]	5%	3%	7%	33%[activator]
CC(C)c1ccc(OCC(=O)N2CCN(CCc3ccccn3)CC2)cc1
→ -27%	-5%	-1%	-21%	29%	13%	0%	-26%	22%
Cc1ccc2c(C)cc[n+](CCCS(=O)(=O)[O-])c2c1
→ 6%[57.1 µM]	5%	i	-4%	51%[activator]	-32%	-4%	-8%	4%
Nc1nonc1C(=O)N/N=C/c1ccc([N+](=O)[O-])o1
→ ?	-7%	?	-3%	?	30%	2%	-10%	?
CC(C)(C)c1ccc(-c2n[nH]c(=S)n2CCCN2CCOCC2)cc1
→ 10µM*	-3%	i	-6%	4%	2%	-13%	?	-15%
O=[N+]([O-])c1ccc2nc(N3CCNCC3)ccc2c1
→ -26%	23%	-1%	-11%	7%	24%[56.9 µM]	-8%	0%	79µM*!
COc1ccc(/C=N/N=C(/N)N[N+](=O)[O-])c(OC)c1
→ -16%	0%	-2%	2%	14%	-30%	14%	13%	-11%[57.1 µM]
O=c1[nH]c(=S)[nH]c(O)c1N=Nc1cc(S(=O)(=O)Nc2ccc(Cl)cc2)ccc1Cl
→ 35µM*	0%	-12%	?	40µM*	-42%	88%[activator]	?	-8%
COc1ccccc1C1SCC(=O)Nc2c1c(C)nn2-c1cccc(C)c1 (stereo not given)
→ 23%	-7%	.	5%	46%[activator]	7%	5%	?	23%
CC(=O)OC1N=C(c2ccccc2Cl)c2cc(Br)ccc2N(C)C1=O (stereo not given)
→ -8%	-1%	0%	6%	28%	0%	0%	48%[activator]	20%
COc1ccc(C(=O)C2CCCN(Cc3cccc(C)n3)C2)c(OC)c1 (stereo not given)
→ -4%	-5%	9%	-2%	29%	-9%	0%	2%	12%
Nc1nc(SCCC(F)=C(F)F)n[nH]1
→ -2%	-8%	1%	-1%	23%	17%	0%	-7%	18%[57.1 µM]
CCCCCn1c(=O)c(C(=O)NCCc2ccccc2)c(O)c2ccccc21
→ 130%[activator]	-12%	-4%	-6%	202%[activator]	-27%	-6%	6%	18%[57.1 µM]
COc1cccc(-c2sc3ccccc3c2-c2ccc(OCCN3CCOCC3)cc2)c1
→ ?	-15%	-8%	-1%	-10%	1%	10%	-7%	29%
Cc1ccc(C(=O)c2cn(CC(=O)Nc3ccc(C(C)C)cc3)c3nc(C)ccc3c2=O)cc1
→ ?	0%	0%	30%[activator]	-2%	-8%	0%	-13%	31%[activator]
CCOC(=O)[C@@]1(C#N)C(c2ccc(Cl)c(Cl)c2)[C@H](C(N)=O)N2C=C(C(C)=O)C=C[C@H]21 (stereo not given in full)
→ -19%[11.4 µM]	-2%	-5%	?	3%	-11%[11.4 µM]	-6%	?	-48%
COCCOC(=O)C1=C(N)Oc2c(c(=O)oc3ccccc23)C1c1ccncc1 (stereo not given)
→ -22%	-16%	.	-6%	19%	3%	4%	12%	8%
CCN(c1ccc(C(O)(C(=O)OC)C(F)(F)F)cc1)S(=O)(=O)c1ccccc1 (stereo not given)
→ 10%[11.4 µM]	1%	0%	-12%	-13%	-8%[11.4 µM]	-1%	33%[activator]	2%
CCCCCP(=O)(O)c1ccccc1
→ -13%	-1%	-8%	-8%	20%	35%	5%	-25%	9%[57.1 µM]
O=C(Cn1nc(-c2ccccc2)ccc1=O)N1CCC2(CC1)OCCO2
→ 3%	10%	-7%	1%	35%	-26%	-15%	21%	20%

High-throughput results (PubChem)
